PLK1 PBD block – qHTS for Inhibitors of PLK1-PDB (polo-like kinase 1 - polo-box domain): Primary Screen | Serine/threonine-protein kinase PLK1 (Homo sapiens), P53350 | Plk1 PBD binding of FITC phosphopeptide, fluorescence polarization | Potency, µM, inactives show max response, negative = inhibition, actives largely listed as inhibitors | actives 2.8% (n = 360,000) | AID 720504, 2013; also: potency is read from the fitted curve at half-maximal effect; series mostly up to about 57 µM; % is scaled to controls: 0 for no effect and ±100 for the full control effect; nearly all actives have a fitted effect of over 65% in size
DRD3 antagonist – qHTS of D3 Dopamine Receptor Antagonist: qHTS; D3R cells, DiscoveRx beta-arrestin luminescence, antagonist mode; hits give low values; actives 2.5% (n = 360,000); D(3) dopamine receptor (Homo sapiens), P35462; AID 652054, 2013; max response, negative = inhibition, %; in the data active = max response below about -50%; inconclusive = no clear call, values can overlap the other calls; also: % is scaled to controls: 0 for no effect and ±100 for the full control effect; mostly tested at two doses, the higher about 12 µM
Target sequence (P35462 whole entry, looked up): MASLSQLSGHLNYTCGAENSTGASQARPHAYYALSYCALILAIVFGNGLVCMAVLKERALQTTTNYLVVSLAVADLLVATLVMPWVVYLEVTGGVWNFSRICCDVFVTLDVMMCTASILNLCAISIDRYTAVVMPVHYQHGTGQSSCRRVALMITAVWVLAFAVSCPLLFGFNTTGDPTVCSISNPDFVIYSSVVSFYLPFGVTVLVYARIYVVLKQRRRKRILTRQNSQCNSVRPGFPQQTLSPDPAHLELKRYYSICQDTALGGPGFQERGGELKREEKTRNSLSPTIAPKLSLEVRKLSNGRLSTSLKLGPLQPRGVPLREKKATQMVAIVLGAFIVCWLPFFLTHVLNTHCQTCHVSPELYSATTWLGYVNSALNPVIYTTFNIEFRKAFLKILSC
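Cells expressing the human receptor were seeded at 1500 cells/well, incubated overnight at 37 degrees C in 5% CO2, then exposed to library compounds with dopamine controls for 90 minutes at 37 degrees C before luminescent detection.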
GLP1R ag – qHTS of GLP-1 Receptor Agonists; Glucagon-like peptide 1 receptor (Homo sapiens), P43220; HEK293 GLP-1R CRE-luciferase, luminescence, 4-6 h; cells express a hypersensitive GLP-1R form; Potency, µM (highest dose often 45.6 µM), for inactives: at the highest dose activation, most hits filed as activators; actives 0.007% (n = 380,000); also: potency is read from the fitted curve at half-maximal effect; % of control where 0% means no effect
Target sequence (P43220 whole entry, looked up): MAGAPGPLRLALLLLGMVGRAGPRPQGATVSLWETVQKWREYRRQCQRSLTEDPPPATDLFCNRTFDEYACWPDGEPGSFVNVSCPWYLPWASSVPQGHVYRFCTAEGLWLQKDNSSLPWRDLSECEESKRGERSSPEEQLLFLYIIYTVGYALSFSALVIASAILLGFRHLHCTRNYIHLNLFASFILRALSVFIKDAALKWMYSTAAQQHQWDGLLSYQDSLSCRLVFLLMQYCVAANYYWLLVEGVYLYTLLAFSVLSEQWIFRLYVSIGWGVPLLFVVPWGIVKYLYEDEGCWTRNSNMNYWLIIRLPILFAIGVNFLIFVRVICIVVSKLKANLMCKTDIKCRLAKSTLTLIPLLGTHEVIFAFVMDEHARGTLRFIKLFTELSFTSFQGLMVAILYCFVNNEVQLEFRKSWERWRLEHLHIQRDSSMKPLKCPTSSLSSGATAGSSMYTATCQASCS
PI5P4Ka inh – qHTS for Inhibitors of phosphatidylinositol 5-phosphate 4-kinase (PI5P4K) | Phosphatidylinositol 5-phosphate 4-kinase type-2 alpha (Homo sapiens), P48426 | AID 652105, 2013 | PI5P4Kalpha enzyme, ADP-Glo luminescence, 60 min; hits give low values | max response, % | actives 1.2% (n = 330,000); active = max response of -50% or lower; inconclusive = between -30% and -50%; inactive = -30% or higher; also: value at the top dose of about 77 µM; % is scaled to controls: 0 for no effect and ±100 for the full control effect
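qHTS, 1536-well: enzyme/substrate mix, compound by pin tool, 5 microM ATP final; RT 60 min; ADP-Glo reagents 1 (45 min) then 2 (30 min); luminescence.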
WRN inhibitor – qHTS for Inhibitors of WRN Helicase. WRN helicase unwinding, fluorescent forked duplex, kinetic. Potency, µM (doses to about 114 µM), for the others: top-dose activity change, negative = inhibition, most hits filed as inhibitors. actives 0.46% (n = 360,000); also: potency is read from the fitted curve at half-maximal effect; % is scaled to controls: 0 for no effect and ±100 for the full control effect; nearly all actives have a fitted effect of over 55% in size
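WRN at 20 nM final preincubated with compound 15 min at room temperature; reaction started with 100 nM fluorophore/quencher forked duplex oligonucleotide and 2 mM ATP final. Unwinding followed kinetically by red fluorescence (ex 525, em 598 nm).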
GLP1R cytotox – qHTS of GLP-1 Receptor Inverse Agonists: Cytotox Screen | HEK293 cAMP-luciferase reporter cells, luminescence, 24 h | Potency, µM (titrated, usually from 38.3 µM), inactives show at the top dose activity change, negative = inhibition, most hits filed as inhibitors | actives 0.13% (n = 410,000) | AID 624418, 2012;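 also: loss of luciferase light is scored as toxicity; potency is read from the fitted curve at half-maximal effect; % is scaled to controls: 0 for no effect and ±100 for the full control effect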
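Here, cytotoxicity is scored as loss of luminescence. The MLSMR collection was tested on cells seeded in medium containing 10% Nu serum, with a 24 hr compound exposure preceded by 12 hours of culture.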
IL2 activator – qHTS of IL-2 Activators. IL-2 activation reporter assay, cell-based qHTS; stimulated with anti-CD3/CD4/CD28 beads; in transgenic mouse T cells. activation, % (series mostly up to about 46 µM). actives 0.065% (n = 360,000); in the data active = activation above about 50%; inconclusive = mostly about 30% to 49%; also: 0% is about no effect
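First, unstimulated transgenic mouse T cells were exposed to compound for 60 min. Next, anti-CD3/anti-CD4-coated beads with anti-CD28 were added. Finally, after 18 h at 37 degrees C, EGFP and DsRed were imaged.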
GLP1R inv ag – qHTS of GLP-1 Receptor Inverse Agonists (Inhibition Mode); HEK293 GLP-1R CRE-luciferase, luminescence, 24 h; GLP-1R form is constitutively active; Potency, µM (doses to about 38.3 µM), for the others: top-dose activity change, negative = inhibition, actives largely listed as inhibitors; actives 1.6% (n = 410,000); also: potency is read from the fitted curve at half-maximal effect; % is scaled to controls: 0 for no effect and ±100 for the full control effect; nearly all actives have a fitted effect of over 55% in size
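Inverse agonists were sought by their lowering of basal cAMP reporter luciferase output in HEK293 cells stably carrying constitutively active human GLP-1R, after 24 h compound treatment.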
D3 ag – qHTS of D3 Dopamine Receptor Agonist: qHTS. D(3) dopamine receptor (Homo sapiens), P35462. D3R DiscoveRx beta-arrestin cells, luminescence, 90 min. max activation, %. actives 0.58% (n = 410,000); in the data active = max activation above about 30%; also: 0% is about no effect; mostly tested at two doses, the higher about 12 µM
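Agonist-mode cell screen: cells plated at 1500/well and incubated overnight at 37 °C, then exposed to library compounds for 90 min at 37 °C. Detection reagent was added for 30–60 min at room temperature, and luminescence was read.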
* hit, by the source's call; u = inconclusive; x = no result given; & = joins results of further samples; ! = not active in a repeat; [ ] = dose if it differs, or a comment. Unless noted, calls follow the shape of the dose curve; as a rule, active = well fitted curve in the direction sought with a large enough effect; inconclusive = small, poorly fitted or top-dose-only effect, or another doubt; inactive = no such curve, though single readings can be large; an effect the other way counts as inactive or inconclusive.

no.	canonical_smiles	DRD3 antagonist	GLP1R ag	GLP1R inv ag	GLP1R cytotox	WRN inhibitor
1	COc1ccccc1NC(=S)N(Cc1ccco1)Cc1cc2ccc(C)c(C)c2[nH]c1=O	u	16%	-17%	-11%[1.53 µM]	-31%[57.1 µM]
2	O=C(CCNS(=O)(=O)c1cccc2nonc12)NCCc1ccc(Cl)cc1	12	-5%	u	-8%	-4%
3	Cc1noc(NS(=O)(=O)c2ccc(NC(=O)CC(C)C)cc2)c1C	-21	0%	-15%	-1%	-4%
4	CCOC(=O)c1ccc(CSc2nncn2N)o1	-14	-1%	4%	-3%	1%
5	CCSC(=Nc1ccccc1)C1=C(O)COC1=O	-12	0%	5%	-4%	1%
6	O=C(NCCCN1CCOCC1)c1cn(-c2ccccc2)nc1-c1cccs1	-3	15%	-27%	-6%	-5%
7	O=[N+]([O-])c1ccc(S(=O)(=O)N2CCN(c3ccc(N4CCOCC4)nn3)CC2)cc1	0	-2%	-9%	14%	-9%
8	O=C(CSc1nnc(NC(=O)c2ccco2)s1)Nc1ccc2c(c1)OCCO2	-20	-4%	32%[activator]	-3%	-6%[57.1 µM]
9	C=CCNC(=O)c1onc(CSc2cccc3ccccc23)c1C(=O)O	-29	-2%	u	-4%	-9%
10	COc1ccc(OC)c(CCNC(=O)CS(=O)(=O)Cc2nc(-c3ccccc3C)oc2C)c1	-4	-1%	u	-14%	-7%

no.	PLK1 PBD block	D3 ag	IL2 activator	PI5P4Ka inh
1	-5%	-34	-1.0	-6
2	-6%	3	-0.2	4
3	-12%	-10	0.4	1
4	-10%	-4	0.4	x
5	-1%	1	2.2	-13
6	-4%	-4	3.3	3
7	0%	-4	2.2	1
8	-3%	4	-3.0	-3
9	-25%	2	0.2	u
10	-3%	-1	0.6	-4

no.	canonical_smiles	DRD3 antagonist	GLP1R ag	GLP1R inv ag	GLP1R cytotox	WRN inhibitor
11	O=C(Nc1sc2c(c1C(=O)O)CCC2)C(=O)N1CCOCC1	16	-1%	-4%	8%	-22%
12	O=C1Nc2ccc(S(=O)(=O)NCc3ccccn3)c3cccc1c23	-14	4%	6%	284%[activator]	u
13	CCOc1cc(/C=N/NC(=O)CSc2cccc3cccnc23)ccc1O	-15	u	135%[activator]	-5%	-29%
14	COc1ccccc1N1CCN(S(=O)(=O)CCNC(=O)c2ccc(Br)o2)CC1	-6	5%	u	1%	2%
15	Cc1cc(O)c(/C=N/Nc2cccc(Cl)c2)c(=O)o1	-27	1%	2.8µM*	4%	-16%
16	CC(C)(C)c1ccc(C(=O)NCCOc2ccccc2)cc1	-19	-2%	u	-4%	14%
17	COc1ccc(-c2oc3c(c2C#CC(C)(C)O)C(OCCO)CC3)cc1 (stereo not drawn)	32	18%	28%	4%	-2%
18	COc1ccc(-c2noc(C3CCCN(C(=O)c4ccccc4OC)C3)n2)cc1OC (stereo not drawn)	19	u	74%[activator]	-8%	-7%
19	COc1cc(OC)cc(C(=O)NNC(=O)Cc2ccc(OC)c(S(=O)(=O)N3CCOCC3)c2)c1	18	-2%	13%	-2%	-10%
20	CCCCCCCCCC(=O)N1CCN(c2cc3c(cc2F)c(=O)c(C(=O)O)cn3CC)CC1	u	-3%	13%	9%	-10%

no.	PLK1 PBD block	D3 ag	IL2 activator	PI5P4Ka inh
11	-23%	-1	-0.1	u
12	-17%	-9	-0.1	-60*
13	-9%	-3	1.3	-13
14	-16%	4	-0.7	8
15	-15%	-5	0.2	6
16	-21%	4	-2.4	-4
17	-3%	4	-0.4	0
18	-5%	22	-1.8	x
19	-3%	1	-0.8	4
20	-16%	2	2.4	8

Shown with one line to a screen: entries from further up.
#13 CCOc1cc(/C=N/NC(=O)CSc2cccc3cccnc23)ccc1O
#14 COc1ccccc1N1CCN(S(=O)(=O)CCNC(=O)c2ccc(Br)o2)CC1
#16 CC(C)(C)c1ccc(C(=O)NCCOc2ccccc2)cc1
#15 Cc1cc(O)c(/C=N/Nc2cccc(Cl)c2)c(=O)o1
Screen / compound no.	13	14	16	15
DRD3 antagonist	-15	-6	-19	-27
GLP1R ag	u	5%	-2%	1%
GLP1R inv ag	135%[activator]	u	u	2.8µM*
GLP1R cytotox	-5%	1%	-4%	4%
WRN inhibitor	-29%	2%	14%	-16%
PLK1 PBD block	-9%	-16%	-21%	-15%
D3 ag	-3	4	4	-5
IL2 activator	1.3	-0.7	-2.4	0.2
PI5P4Ka inh	-13	8	-4	6

(listing goes on)
no.	canonical_smiles	DRD3 antagonist	GLP1R ag	GLP1R inv ag	GLP1R cytotox	WRN inhibitor
21	COc1cccc(CC(NC(C)=O)C(=O)NC2CCN(S(=O)(=O)c3ccc(C)cc3)CC2)c1OC (stereo not drawn)	1	7%	-5%	1%	2%
22	COc1ccc(C2C(C(=O)Nc3ccccc3)=C(C)N=C3SCC(=O)N32)cc1 (stereo not drawn)	3	-3%	11%	-1%	-24%
23	O=C(N/N=C\c1cc2c(cc1Cl)OCO2)c1ccc(Br)s1	-15	5%	25%	-7%	1%
24	NC(N)=N/N=C/c1ccc(OCc2ccccc2Cl)cc1	15	-23%	11µM*	u	-10%
25	C/C(=C1/SC(N2CC(C)OC(C)C2)=NC1=O)c1ccccc1 (stereo not drawn)	19	4%	0%	u	2%
26	COc1ccc(NS(=O)(=O)c2cccc(C(=O)NCc3ccco3)c2)cc1	-15	6%	-27%	12%	4%
27	C=CCOc1c(Br)cc(/C=N/NC(N)=O)cc1OC	-14	7%	46%[activator]	-8%	-15%
28	COc1ccc(NC(=O)CC2C(=O)NCCN2C(=O)Nc2ccc(C(F)(F)F)cc2)cc1 (stereo not drawn)	22	0%	u	-15%	2%
29	Nc1nc2n(n1)C(c1cccs1)CC(c1ccccc1)N2 (stereo not drawn)	-64*	-1%	31%[activator]	14%	-8%
30	Oc1ccc(/C=C/c2ccnc3ccccc23)cc1	-22	27%	29%	-10%	6%

no.	PLK1 PBD block	D3 ag	IL2 activator	PI5P4Ka inh
21	-7%	-4	1.1	1
22	-7%	-1	-3.5	-1
23	-10%	-13	-0.7	1
24	-6%	13	-0.6	x
25	-1%	3	3.0	x
26	-5%	-15	-2.5	-17
27	-2%	1	-1.4	2
28	3%	-4	-4.2	23
29	-7%	2	1.3	2
30	2%	6	-4.3	-5

no.	canonical_smiles	DRD3 antagonist	GLP1R ag	GLP1R inv ag	GLP1R cytotox	WRN inhibitor
31	Cc1onc(-c2ccc(Cl)cc2Cl)c1-c1csc(COc2ccccc2)n1	-22	5%	2.8µM*	13%	-9%
32	NNC(=O)c1csc(COc2cc(Cl)cc(Cl)c2)n1	13	10%	9%	-6%	-9%
33	CC(C)(C(=O)N[C@H](CO)c1ccccc1)C(=O)N[C@H](CO)c1ccccc1	12	2%	11%	5%	3%
34	CCOC(CCNC(=O)c1cn(C)c(=O)c2c1c1ccccc1n2C)OCC	7	7%	9%	-3%	2%
35	C/C(=N/Nc1ccc(C(=O)c2c(C)cc3ccccn23)cc1[N+](=O)[O-])c1ccc(O)cc1	-9	7%	3%	0%	4%
36	N#CCCN1CCNCC1	-1	-8%	16%	1%	-2%
37	Cc1ccc(CCNC(=O)Cn2cccc2)cc1	15	-7%	0%	-2%	6%
38	COc1ccccc1NC(=S)N1CCN(C(c2ccccc2)c2ccccc2)CC1	-5	17%	u	3%	0%
39	CCC(Sc1nc2ccncc2[nH]1)C(=O)Nc1cc(Cl)ccc1C (stereo not drawn)	152	-8%	17%&7%	-3%&-5%	9%
40	CCN(CC(=O)Nc1c(F)cccc1F)C(=O)c1n[nH]c2ccccc12	3	-2%	u	-4%	-10%

no.	PLK1 PBD block	D3 ag	IL2 activator	PI5P4Ka inh
31	-5%	-3	0.2	-6
32	-8%	-9	-3.6	13
33	-2%	8	0.0	0
34	-20%	4	0.8	-2
35	-19%	-3	0.1	1
36	-6%	-8	3.5	1
37	1%	-4	2.5	x
38	-18%	-2	-1.6	1
39	-1%	35*!	0.4	-7
40	1%	3	-4.7	-4

The final 2 entries of the section above come first, to join the parts:
no.	canonical_smiles	DRD3 antagonist	GLP1R ag	GLP1R inv ag	GLP1R cytotox	WRN inhibitor
39	CCC(Sc1nc2ccncc2[nH]1)C(=O)Nc1cc(Cl)ccc1C (stereo not drawn)	152	-8%	17%&7%	-3%&-5%	9%
40	CCN(CC(=O)Nc1c(F)cccc1F)C(=O)c1n[nH]c2ccccc12	3	-2%	u	-4%	-10%
41	CC(=O)Nc1ccc(NC(=O)COC(=O)C2c3ccccc3Oc3ccccc32)cc1	-7	1%	6%	8%	-3%
42	CC(=O)NNC(=O)CCn1nnc(-c2ccc(Cl)cc2)n1	4	1%	4%	-7%	7%
43	COc1ccc(C2(C)NC(=O)N(CC(=O)Nc3ccc4c(c3)CCC4)C2=O)cc1OC (stereo not drawn)	12	12%	u	-14%	-3%
44	CCc1ccc(/C=C2\C(=N)N3N=C(CC(=O)N4CCCCC4)SC3=NC2=O)cc1	7	-4%	0%	-3%	-6%

no.	PLK1 PBD block	D3 ag	IL2 activator	PI5P4Ka inh
39	-1%	35*!	0.4	-7
40	1%	3	-4.7	-4
41	-6%	-6	-0.4	0
42	-4%	-2	-2.4	-4
43	9%	2	-0.7	0
44	u	8	-0.4	0
